# Bioassay records from PubChem.
# EBV gp42 block = Epstein-Barr virus gp42 inhibitors, primary screen, biochemical, uHTS, fluorescence polarization | inhibition, % (tested at 21.74 µM) | Glycoprotein 42 (Epstein-Barr virus (strain AG876)), Q1HVG2 | 220,000 tested, 0.42% active | Fluorescence polarization binding assay, mP read-out; in the data active = inhibition above about 50%
# NCF1 inh = p47phox/p22phox peptide binding inhibitors, primary screen, biochemical, uHTS, NADPH oxidase regulatory subunit. fluorescence polarization, 2 h. 220,000 tested, 0.53% active. AID 1274, 2008. inhibition, % at 24.7 µM. Neutrophil cytosol factor 1 (Homo sapiens), P14598;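 active = inhibition above about 30%, limit read from the data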;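 note: 0% = p47phox with labelled peptide and 100% = labelled peptide alone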
# Target sequence (P14598 whole entry, looked up): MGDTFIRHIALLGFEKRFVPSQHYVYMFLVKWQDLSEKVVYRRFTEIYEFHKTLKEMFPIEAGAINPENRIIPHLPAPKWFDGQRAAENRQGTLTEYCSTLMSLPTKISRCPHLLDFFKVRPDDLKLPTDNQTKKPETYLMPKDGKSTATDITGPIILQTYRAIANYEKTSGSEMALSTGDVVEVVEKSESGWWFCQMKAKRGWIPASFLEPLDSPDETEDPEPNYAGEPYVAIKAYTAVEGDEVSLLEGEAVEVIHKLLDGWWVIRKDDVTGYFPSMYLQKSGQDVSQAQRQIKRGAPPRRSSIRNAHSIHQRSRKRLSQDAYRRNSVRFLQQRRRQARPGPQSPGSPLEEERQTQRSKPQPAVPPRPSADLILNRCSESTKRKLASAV
# TRPML3 agonist = human TRPML3 channel agonists, primary screen, cell-based, HEK293 TRPML3-YFP, Fluo-8 calcium fluorescence, 3 µM | AID 1448, 2008 | 100% = the carbachol control signal | activation, % at 3 µM | 220,000 tested, 0.29% active;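 active = activation above its plate's cutoff, the mean activation of the plate's test wells plus 3 SD, cut at about 12% in these data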;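 note: 0% = DMSO only wells and 100% = carbachol wells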
#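 Test system: HEK293 cells stably carrying human TRPML3-YFP; Doses: single dose, 3 µM final nominal compound, 0.3% DMSO final; Schedule: dye loading 1 h 37 °C then 30 min ambient, 125 s read; Technique: Fluo-8 calcium fluorescence; Benchmarks: high control carbachol 87 µM, low control DMSO.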
# Mdm2 ligase inh = MDM2-luciferase reporter signal enhancers, primary screen, MDM2 E3 ligase inhibitor project, cell-based, luminescence, 1536-well. 210,000 tested, 0.11% active. E3 ubiquitin-protein ligase Mdm2 (Homo sapiens), Q00987. cell-based MDM2 ubiquitination luciferase reporter, 2 h; 0 = plate control, 100 = twice control, blank-subtracted. signal enhancement, % at 5 µM;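 active = signal enhancement of 30% or more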;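 note: luminescence tracks abundance of the self-degrading MDM2-luciferase fusion protein; higher signal means inhibition of MDM2 E3 ligase activity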
#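 Material: Stable MDM2–luciferase fusion reporter cells | Amount: 2000 cells seeded into each well | Dosing: One concentration, 5 µM, with 0.2% DMSO | Incubation: 4 h cell settling then 2 h compound exposure, 37 °C | Measured by: Luciferase luminescence | Read-out basis: % enhancement relative to plate controls after blank subtraction | Benchmarks: Control and blank well means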
# PPC-1+TRAIL kill = compounds killing PPC-1 cancer cells with TRAIL present, primary screen, TRAIL potentiator project, ATPLite luminescence, uHTS. PPC-1 cells + TRAIL, ATPLite viability luminescence. cell killing (% activity), % at 4 µM. 220,000 tested, 0.41% active. AID 1443, 2008;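 active = cell killing above 50% in the first pass at 4 µM, then a duplicate retest at 5 µM averaging 50% or more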;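 note: plate controls were cells with TRAIL plus DMSO for no effect and medium-only wells lacking cells for full effect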
# TRPN1 ag = zebrafish TRPN1 channel agonists, primary screen, cell-based, HEK293, calcium fluorescence. HEK293 zebrafish TRPN1-YFP, Fluo-8 calcium fluorescence; 100% = response to 87 µM carbachol. activation, % at 3 µM. 220,000 tested, 0.18% active. AID 1424, 2008;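 active = activation above its plate's cutoff, the mean activation of test wells on that plate plus 3 SD, cut at about 19% in these data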;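 note: 0% = DMSO alone and 100% = 87 µM carbachol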
#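 Material: zebrafish TRPN1-YFP in HEK293 cells; Doses: single test compound dose, 3 µM nominal, 0.3% DMSO; Timing: dye loading 1 h at 37 °C, then 30 min room temperature; Technique: intracellular calcium fluorescence with Fluo-8; Benchmarks: high carbachol 87 µM, low DMSO alone.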
# CHOP inh = inhibitors of CHOP promoter induction, primary screen, cell-based, unfolded protein response, luciferase reporter | CHO-K1 CHOP-promoter luciferase, tunicamycin-induced, 15-18 h | 220,000 tested, 3.8% active | inhibition, % at 10 µM;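 active = compounds that reduced the stress-induced luciferase reporter signal by more than about 70% of percent inhibition, limit read from the data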;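 note: 0% = tunicamycin plus vehicle and 100% = wells without tunicamycin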
# TNF necrop inh = inhibitors of TNF-alpha triggered necroptosis, primary screen, cell-based, Jurkat FADD-/-, single concentration | Jurkat FADD-/- TNF necroptosis rescue, ATP luminescence, 24 h; 0 = TNF only, 100 = no-TNF cells | activation (protection from cell death), % at 10 µM | 220,000 tested, 0.068% active | AID 463075, 2010;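 active = activation, meaning protection from cell death, of at least 50% relative to plate controls; inactive = activation below 50%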;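 note: necroptosis triggered by 40 ng/mL TNF-alpha added together with compound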
# Runt-SMMHC FRET = inhibitors of RUNX1 Runt–CBFb-SMMHC binding, primary screen, biochemical, FRET, Cerulean-Runt, Venus-CBFb-SMMHC, uHTS; Runt-related transcription factor 1 (Homo sapiens) + Core-binding factor subunit beta …; inhibition, % at 20 µM; Cerulean-Runt/Venus-CBFb-SMMHC FRET ratio 530/480, 1 h; 220,000 tested, 0.74% active; AID 1434, 2008;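 active = mean inhibition across duplicate retests at 20 µM reaching about 50%, limit read from the data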;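 note: 0% = DMSO wells and 100% = wells with excess untagged CBFb-SMMHC; inhibitors lower the FRET ratio by blocking Runt binding to CBFb-SMMHC; some results filed as inactive read as strong as hits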
# Target sequence (Q01196 whole entry, looked up): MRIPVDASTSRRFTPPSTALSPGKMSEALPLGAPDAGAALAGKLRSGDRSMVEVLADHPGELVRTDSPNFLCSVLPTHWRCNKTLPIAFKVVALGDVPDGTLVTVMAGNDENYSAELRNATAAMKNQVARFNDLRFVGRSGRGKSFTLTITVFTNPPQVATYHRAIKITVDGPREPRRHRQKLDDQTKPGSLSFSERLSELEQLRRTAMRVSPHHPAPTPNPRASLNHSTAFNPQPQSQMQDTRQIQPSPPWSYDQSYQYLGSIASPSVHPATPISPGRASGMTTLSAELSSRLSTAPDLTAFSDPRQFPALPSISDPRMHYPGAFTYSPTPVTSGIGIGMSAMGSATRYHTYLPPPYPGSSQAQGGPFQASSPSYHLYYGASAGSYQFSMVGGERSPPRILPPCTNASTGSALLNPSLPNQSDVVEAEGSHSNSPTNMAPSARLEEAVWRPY
# Target sequence (Q13951 whole entry, looked up): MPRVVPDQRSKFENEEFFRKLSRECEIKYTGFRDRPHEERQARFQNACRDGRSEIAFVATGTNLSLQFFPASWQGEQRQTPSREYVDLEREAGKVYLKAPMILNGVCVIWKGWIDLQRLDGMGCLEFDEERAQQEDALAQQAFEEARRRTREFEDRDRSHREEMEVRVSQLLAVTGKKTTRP
# Numbers without * were called inactive; . = no result given; [ ] = another dose, or the depositor's remark.
# Fields: EBV gp42 block	NCF1 inh	TRPML3 agonist	Mdm2 ligase inh	PPC-1+TRAIL kill	TRPN1 ag	CHOP inh	TNF necrop inh	Runt-SMMHC FRET
O=C(NCc1ccccn1)/C(=N/O)c1ccccc1
 : -11	-7	0.5	-22	2	0.7	12	1.2	2
CCCC(=O)C1=C(O)C(c2cccc(Oc3ccccc3)c2)CCC1=O (configuration not stated)
 : 7	1	-0.1	-14	-22	0.5	38	-0.3	1
O=C(COc1ccc(Br)cc1)N1CCOCC1
 : -15	-18	0.6	-3	12	0.8	-12	-1.6	-2
COc1ccccc1CC(=O)NNS(=O)(=O)c1ccccc1[N+](=O)[O-]
 : -19	4	0.8	-9	0	0.4	10	1.5	0
Cc1ccc(C(C(=O)NCC2CCCO2)N(Cc2ccccc2F)C(=O)Cn2nnc(-c3cccs3)n2)cc1 (configuration not stated)
 : -22	-6	-0.7	-17	6	0.9	23	-3.4	2
COc1cc(Sc2ccc(C)cc2)c(OC)cc1N
 : -42	2	0.0	4	5	-0.7	7	-13	13
NC(=O)c1ccc(NC(=O)C2CCCO2)cc1 (configuration not stated)
 : -15	-8	1.1	-17	21	-0.7	13	-0.5	4
C=CCN(c1ccccc1)S(=O)(=O)c1cccc(C(=O)Oc2ccc3c(C)cc(=O)oc3c2)c1
 : -13	-26	0.4	-4	2	0.3	24	1.1	29
Cc1cccc(C)c1NC(=S)N(C)CCc1ccccn1
 : -10	-24	1.6	-4	-5	-0.3	28	1.2	-1
CCCc1cc(=O)oc2c(C)c(O)c(CN3CCCCC3)cc12
 : -4	-8	0.0	-6	17	0.6	-14	1.8	70*
CC(=O)Nc1cc(C(=O)NCCN2CCN(Cc3ccccc3)CC2)ccc1Sc1ccc(C)cc1
 : -5	.	0.5	.	-6	-0.7	27	1.6	1
CC1(C)Cc2c(sc(NC(=O)Cc3ccccc3)c2C#N)CO1
 : 2	-10	-0.5	-102	3	0.1	6	3.5	-6
COc1ccc(S(=O)(=O)Nc2cccc(NC(C)=O)c2)cc1
 : -16	-2	1.1	0	9	0.6	-3	-1.9	-2
C/C(=N/NC(=O)CNC(=O)c1cccc(F)c1)c1ccc2c(c1)CCCC2
 : -18	-3	0.8	-6	15	-0.1	41	0.4	-7
CC(C)c1cc(N=NC(N)=O)cc(C(C)C)c1O
 : -16	-10	0.0	14	.	-0.5	-8	0.1	.
COc1cc(OC)cc(C(=O)NCc2ccc3c(c2)cc(C)n3C)c1
 : 9	22	0.6	-2	4	0.6	13	-0.3	-26
Nc1nonc1-c1nc2ccccc2n1Cc1ccccc1
 : -7	-26	-1.1	10	23	-3.0	.	-8.3	-2
CCOC(=O)c1ccc(Nc2ccc([N+](=O)[O-])cn2)cc1
 : -14	-14	0.3	3	-6	-1.1	-2	1.4	-35
Clc1ccccc1-c1nc2ccccc2c2nc3ccccc3n12
 : -1	-8	-0.2	-14	8	-0.2	30	1.8	0
CC(=O)n1cc([C@@H]2C=C(C(=O)Nc3ccccc3)O[C@H](OCCCCO)C2)c2ccccc21
 : -4	-41	0.5	.	1	4.7	5	1.2	-7
CC(C)Oc1ccc(C(=O)NNC(=O)c2ccccc2C(=O)O)cc1
 : -2	-1	-0.6	-7	10	0.6	0	0.4	-29
O=C(CSc1nnc(Cn2c(=O)sc3ccccc32)n1-c1ccccc1)NCC1CCCO1 (configuration not stated)
 : -19	-8	0.7	-16	-2	-1.9	-39	1.6	-6
O=C(OCc1nc(-c2ccccc2)oc1COC(=O)c1ccco1)c1ccco1
 : -13	-13	0.5	-8	4	4.0	-24	-0.6	-1
O=C(Nc1cc(Sc2nc3ccccc3s2)cc([N+](=O)[O-])c1)c1cccc(F)c1F
 : -2	-15	0.8	-14	-25	0.2	59	-2.1	2
O=[N+]([O-])c1nn(-c2ccccc2)[n+]([O-])c1N1CCN(c2ccccc2)CC1
 : -6	-2	0.4	-2	10	1.4	31	0.5	-7
CCOC(=O)c1[nH]c(C)c(C(=O)N2CCN(c3ccc(F)cc3)CC2)c1C
 : -18	-19	0.8	-7	12	0.3	9	0.4	-13
CCCCOc1ccc(CSC(=N)N)cc1Cl
 : -21	-20	2.0	-57	16	2.1	13	-4.7	2
CCCCn1c(=NC(=O)c2ccco2)c(C(=O)OCC)cc2c(=O)n3cccc(C)c3nc21
 : -12	-3	0.3	-6	-1	0.8	10	-14	82*
Cc1cc(C=O)c(C)n1-c1ccc(N2CCCCC2)c([N+](=O)[O-])c1
 : -18	0	1.5	-10	.	2.5	58	-11	-2
CCOC(=O)N1CCC(NCCNC(=O)c2ccc(Cl)cc2)CC1
 : 0	-7	0.5	1	9	-0.5	7	0.0	0

# Continued; it opens with the four that closed the last part.
# Fields: EBV gp42 block	NCF1 inh	TRPML3 agonist	Mdm2 ligase inh	PPC-1+TRAIL kill	TRPN1 ag	CHOP inh	TNF necrop inh	Runt-SMMHC FRET
CCCCOc1ccc(CSC(=N)N)cc1Cl
 : -21	-20	2.0	-57	16	2.1	13	-4.7	2
CCCCn1c(=NC(=O)c2ccco2)c(C(=O)OCC)cc2c(=O)n3cccc(C)c3nc21
 : -12	-3	0.3	-6	-1	0.8	10	-14	82*
Cc1cc(C=O)c(C)n1-c1ccc(N2CCCCC2)c([N+](=O)[O-])c1
 : -18	0	1.5	-10	.	2.5	58	-11	-2
CCOC(=O)N1CCC(NCCNC(=O)c2ccc(Cl)cc2)CC1
 : 0	-7	0.5	1	9	-0.5	7	0.0	0
Nc1ccc2c(c1)CC(=O)c1ccccc1S2
 : -8	-1	1.4	-12	-28	-0.1	25	0.4	-3
CCCCCC(=O)NC(Nc1ccc(S(N)(=O)=O)cc1)C(Cl)(Cl)Cl (configuration not stated)
 : -5	-7	0.7	-8	6	-0.4	19	1.1	0
COc1ccc(/C=C/C(=O)NCc2ccc(F)cc2)cc1S(=O)(=O)N1CCOCC1
 : -18	14	0.3	.	20	-1.2	-45	1.4	-4
CC/C(=N/Nc1cccc(Cl)c1)c1cnnc(SC)n1
 : -36	-27	0.2	-5	-28	0.1	-5	2.4	-37
O=C(Cn1cnc2scc(-c3ccc(F)cc3)c2c1=O)N1CCOCC1
 : -3	-2	0.1	-9	18	-0.2	23	-1.3	1
CCCCn1nc(C(=O)OCC(=O)Nc2sccc2C(N)=O)c2ccccc2c1=O
 : 10	-25	-0.3	-37	11	1.2	14	-1.4	-1
CCOC(=O)C(C(=O)c1ccccc1)C1CC(C)NC(=S)N1 (configuration not stated)
 : -24	-8	0.1	8	14	1.2	-6	0.2	2
N/C(=N\OC(=O)COc1ccc(Br)cc1)c1ccncc1
 : 0	20	0.7	5	-2	-1.5	26	-0.2	-5
CCC(Sc1nc2cc(OC)c(OC)cc2c(=O)n1Cc1ccc(OC)cc1)C(=O)NCCOC (configuration not stated)
 : -4	8	1.0	-5	21	0.6	-3	3.3	-1
COc1ccc2cc3c(N)nn(C(=O)c4ccccc4[N+](=O)[O-])c3nc2c1
 : 5	-18	-0.5	.	24	0.6	68	1.7	10
Cc1c(NC(=O)c2ccc(Br)o2)c(=O)n(-c2ccccc2)n1C
 : -1	-11	-0.4	-16	22	2.4	-26	0.2	2
CCCOc1ccc(N2C(=O)CC(N(Cc3ccc(S(N)(=O)=O)cc3)C(=O)CC)C2=O)cc1 (configuration not stated)
 : -5	0	-0.1	-8	16	-0.4	13	-0.6	0
c1ccc(Oc2ccc(-c3ccnc4ncnn34)cc2)cc1
 : -11	-9	-1.1	-12	14	-3.1	4	-4.5	-5
O=C(COc1ccccc1)N/N=C/c1ccc2c(c1)OCO2
 : -4	-6	0.8	-5	25	-1.6	4	-0.3	1
O=C(Nc1ccccc1Cl)N1CCN(c2ccccn2)CC1
 : 6	-1	0.1	7	15	-0.7	-6	-0.4	-3

# Single entries from the list.
# For PPC-1+TRAIL kill, O=C(Nc1ccccc1Cl)N1CCN(c2ccccn2)CC1 reads 15
# For NCF1 inh, CCCOc1ccc(N2C(=O)CC(N(Cc3ccc(S(N)(=O)=O)cc3)C(=O)CC)C2=O)cc1 (configuration not stated) reads 0

# Additional entries follow.
# Fields: EBV gp42 block	NCF1 inh	TRPML3 agonist	Mdm2 ligase inh	PPC-1+TRAIL kill	TRPN1 ag	CHOP inh	TNF necrop inh	Runt-SMMHC FRET
Cc1ccnc(NS(=O)(=O)c2ccc(Cl)nc2)c1
 : -5	-1	-0.3	1	0	-1.5	2	2.0	1
Fc1ccc(-c2cnn3c(-c4cccs4)ccnc23)cc1
 : 1	-4	0.6	-70	59*[5 µM]	1.8	19	1.6	-26
S=C(c1ccc(-c2cc(Cl)ccc2Cl)o1)N1CCCCC1
 : -26	-9	0.8	-7	35	-0.7	17	0.5	0
CC1(CC(=O)N/N=C/c2ccc(OCc3ccc(Cl)cc3Cl)cc2)OCCCO1
 : -10	-8	-1.1	-6	12	-0.1	21	-8.4	-13
CCN1CCN(C(=O)c2ccc(-c3nc4ccccc4s3)s2)CC1
 : -2	2	1.0	-23	10	1.8	-7	3.4	0
O=C(Nc1ccc(Cl)cc1C(=O)Nc1ccncc1)c1ccco1
 : -13	-14	0.0	-15	1	2.0	39	-9.0	0
CCOC(=O)C1=C(CC)OC(N)=C(C#N)C1c1cccs1 (configuration not stated)
 : -11	-5	-1.0	-17	26	-1.6	18	-1.9	3
CCOc1ccc(C(=S)N2CCCC2)cc1
 : -20	-3	0.6	-19	6	-0.3	21	-0.2	1
O=C(Nc1ccc(N2CCCCC2)cc1)c1ccccc1
 : -1	-25	0.8	-45	66*[5 µM]	0.1	20	-3.4	-2
CCOC(=O)c1ccc2c(c1)nc(C1CCN(S(=O)(=O)c3cccs3)CC1)n2CC
 : -6	-20	4.3	-16	2	4.7	55	-5.3	0
COc1ccc(CN2CCN(C(=O)c3cccc(OC)c3OC)CC2)cc1OC
 : -8	0	1.4	11	-5	0.1	15	1.0	-2

# Rows are unselected; about 5.9% have a hit in one of these screens.
